Assay outcomes as filed in PubChem BioAssay.
HCV inhibitor: blocks hepatitis C virus. 340,000 tested, 3.4% active. Huh7.5.1 HCVcc-Cre infection, luciferase reporter, 44 h. Potency, µM (top dose mostly 41.8 µM), for the others: at the top dose activity change, negative = inhibition, most hits filed as inhibitors; further: potency means the concentration at half of the fitted maximal effect; on the % scale 0 is the no-effect control and ±100 the full control effect
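1,000 cells/well; 4 h culture; + compound; + HCVcc-Cre (~0.5 moi); 44 h; luciferase substrate, RT 15 min; read 15 sec.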
Shiga inhibitor: blocks Shiga toxin action in Vero cells; Vero cells, Shiga toxin protein synthesis inhibition reporter; inhibition, % at 38.7 µM; 290,000 tested, 9.2% active; in the data active means inhibition mostly above about 28%, no sharp cut-off; inactive means mostly below about 43%; further: 0% is about no effect
FBPA Giardia inh: Giardia lamblia aldolase inhibition; 290,000 tested, 0.71% active; Potency, µM (doses to about 59.6 µM), without a hit: top-dose activity, negative = inhibition, actives largely listed as inhibitors; A8B2U2; purified Giardia FBPA; further: potency means the concentration at half of the fitted maximal effect; on the % scale 0 is the no-effect control and ±100 the full control effect; nearly all actives have a fitted effect of over 55% in size
Target sequence (A8B2U2 whole entry, looked up): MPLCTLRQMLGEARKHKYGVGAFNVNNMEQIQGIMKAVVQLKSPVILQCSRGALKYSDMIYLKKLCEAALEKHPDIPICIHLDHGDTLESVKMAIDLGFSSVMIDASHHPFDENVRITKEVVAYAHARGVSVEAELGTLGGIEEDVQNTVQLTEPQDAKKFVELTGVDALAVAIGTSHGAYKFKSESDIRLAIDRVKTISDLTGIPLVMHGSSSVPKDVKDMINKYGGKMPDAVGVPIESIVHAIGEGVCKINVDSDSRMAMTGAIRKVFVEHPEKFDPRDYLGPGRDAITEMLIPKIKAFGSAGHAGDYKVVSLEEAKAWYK
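Giardia FBPA (40 nM reagent) was preincubated 10 min at RT with compound (up to 57.5 uM final), then substrate plus GAPDH/TPI/NAD/arsenate coupling system with diaphorase/resazurin was added; resorufin fluorescence (525/598 nm) was read after 20 min.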
Cycloheximide cs: counter-screen hit for Shiga toxin inhibitors, cycloheximide. max response, %. cell reporter, cycloheximide protein synthesis inhibition counterscreen. 300,000 tested, 12% active; in the data active means max response mostly above about 13%, no sharp cut-off; inactive means mostly below about 14%; further: read at 38.3 µM for the half of the compounds with a filed dose; 0% is about no effect
Pf growth 96h: inhibits malaria parasite growth, 96 h; P. falciparum luciferase reporter growth, 96 h; Potency, µM (top dose mostly 28.7 µM), without a hit: at the highest dose activity change, negative = inhibition, most hits filed as inhibitors; 320,000 tested, 6.9% active; further: potency means the concentration at half of the fitted maximal effect; on the % scale 0 is the no-effect control and ±100 the full control effect
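Delayed-death screen, second-generation endpoint: infected erythrocytes, 2% hematocrit, 0.05% parasitemia final; 96 hours at 37 C, 5% CO2; luciferase detection reagent; luminescence decrease equals reduced growth.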
Pf growth 48h: inhibits P. falciparum growth in the first generation, 48 h; P. falciparum luciferase growth in erythrocytes, 48 h; Potency, µM (doses to about 28.7 µM), inactives show top-dose activity change, negative = inhibition, hits mostly inhibitors; 310,000 tested, 5.9% active; AID 504832; further: potency means the concentration at half of the fitted maximal effect; on the % scale 0 is the no-effect control and ±100 the full control effect
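Parasite viability was followed by luminescence of a genomically integrated firefly luciferase. Cultures held 0.1% parasitemia at 2% hematocrit (final), incubated under 5% CO2 at 37 C.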
An asterisk follows results filed as active; ? = inconclusive; · = no result given; & = joins results of further samples; [ ] = another dose, or the depositor's remark. Unless noted, the call rests on the fitted dose curve; in most records, active means well fitted curve in the direction sought with a large enough effect; inconclusive means small, poorly fitted or top-dose-only effect, or another doubt; inactive means no such curve, though single readings can be large; an effect the other way counts as inactive or inconclusive.

mol	HCV inhibitor	Shiga inhibitor	FBPA Giardia inh	Cycloheximide cs	Pf growth 96h	Pf growth 48h
O=[N+]([O-])c1ccc(N2CCN(C(=S)NCc3ccc(Cl)cc3)CC2)cc1	11µM*	0	-4%	0	2%	?
CC(C)C(=O)NNC(=O)c1c(O)c2ccccc2[nH]c1=O	6%	3	-8%	-2	?	12µM*
CCOC(=O)C1=C(C)N(CCCC(=O)O)C(=O)NC1c1ccccc1OS(=O)(=O)c1ccc(C)cc1 (stereo unspecified)	-1%[8.37 µM]	-6	-1%	-2	?	-28%
COC(=O)C1CCN(C(=O)CSc2ccccc2)CC1	20%	19	0%	8	?	-17%
O=C(NCc1ccco1)c1cccnc1-c1nc2ccccc2s1	?	30	?	12	·	-17%
O=C(NCCCN1CCCCCC1)c1ccc(N2CCCC2=O)cc1	-14%	1	-20%	-5	2.3µM*	3%
O=c1c(-c2nc3ccccc3s2)cccn1Cc1ccc(Cl)cc1	-16%	-7	1%	-1	?	?
CCn1c(SCC(=O)c2ccccc2)nc2ccccc2c1=O	?	20	10%	19	0%	-6%
CC(C)c1ccc(NC(=O)NC2(C(=O)NCc3cccnc3)CCCCC2)cc1	4%	20	-3%	-2	2%	-1%
O=C(CCNC(=O)c1ccc([N+](=O)[O-])cc1)NCCc1ccccc1	7%	21	3%	10	10%	26%
CCCN(CCC)CCCn1c(=O)[nH]c2ccccc21	11%	7	1%	0	3%	5%
CN(C)C(=O)c1ccc(NC(=O)c2sccc2-c2ccccc2)cc1	-11%	-6	·	2	-19%	-23%
O=C(O)c1ccc2c(c1)C(=O)N([C@H](Cc1ccc(C(F)(F)F)cc1)C(=O)O)C2=O	·	-6	14%	-2	13%	?
CCC1(C)N=c2c(c(=O)n(C)c(=O)n2C)=NO1 (stereo unspecified)	10%	-15	1%	-5	9%	·
CCC(=O)Nc1nc2nc(-c3ccccc3)cc(-c3ccccc3)n2n1	1%	-9	-1%	-3	7%	15%
CC(Cc1ccccc1)[n+]1cc(/N=C(\[O-])N(C)C)on1 (stereo unspecified)	21%	18	22%	8	?	77%[activator]
O=C(NCCCN1CCOCC1)C1(c2ccccc2)CCCC1	11%	-3	0%	-3	-28%	-22%
O=C(Nc1ccccc1)Nc1ccc(C(=O)N2CCOCC2)cc1	6%	62*	0%	46*	12%	254%[activator]
O=S(=O)(Nc1ccncc1Cl)c1ccc2ccccc2c1	3%	16	29%	1	4%	7%
COc1ccc(C)cc1NC(=O)c1ccc(CN2CCN(c3ccccc3)CC2)cc1	?	31	2%	-2	99%[activator]	-7%
CCCCn1c(N)c(N(CC(C)C)C(=O)C2CCN(S(=O)(=O)c3ccc(F)cc3)CC2)c(=O)[nH]c1=O	13%	-4	·	-3	?	?
OC[C@H]1NC[C@@H](O)[C@@H]1O	-7%	·	-2%	·	?	3%
CC(C)(C)C(=O)NC1(C(F)(F)F)NC(=O)N(Cc2ccccc2)C1=O (stereo unspecified)	10%	9	3%	4	9%	10%
CCOc1cc(N2CCOCC2)c(OCC)cc1NC(=O)c1cc(S(=O)(=O)N2CCOCC2)ccc1Cl	?	·	·	·	?	?
Cc1oc(-c2cccc(F)c2)nc1CN1CCCN(C(=O)c2ccco2)CC1	-5%	-4	·	-8	0%	-11%
Cc1ccc(NC(=S)Nn2cnnc2)c(C)c1	·	-13	13µM*	-2	25%	4%
CC(=O)N1CCN(C(=O)CN2C(=O)NC(C)(c3ccc4ccccc4c3)C2=O)CC1 (stereo unspecified)	-9%	·	·	·	?	-26%
COC(=O)c1c(C#N)c(N)nc2c1CCC2	-1%	-8	3%	0	22%	3%
O=C(COc1c(Cl)cc(Cl)cc1Cl)c1ccc(Cl)cc1	10%	-10	9%	-1	12µM*	0%
COc1ccccc1CN1CCNC(=O)C1CC(=O)NCCCn1cccn1 (stereo unspecified)	9%	7	-21%	-2	11%	6%

An excerpt from above in order of heavy-atom count, highest first.
mol	HCV inhibitor	Shiga inhibitor	FBPA Giardia inh	Cycloheximide cs	Pf growth 96h	Pf growth 48h
CCOc1cc(N2CCOCC2)c(OCC)cc1NC(=O)c1cc(S(=O)(=O)N2CCOCC2)ccc1Cl	?	·	·	·	?	?
CCCCn1c(N)c(N(CC(C)C)C(=O)C2CCN(S(=O)(=O)c3ccc(F)cc3)CC2)c(=O)[nH]c1=O	13%	-4	·	-3	?	?
COc1ccc(C)cc1NC(=O)c1ccc(CN2CCN(c3ccccc3)CC2)cc1	?	31	2%	-2	99%[activator]	-7%
CC(=O)N1CCN(C(=O)CN2C(=O)NC(C)(c3ccc4ccccc4c3)C2=O)CC1 (stereo unspecified)	-9%	·	·	·	?	-26%
CC(C)c1ccc(NC(=O)NC2(C(=O)NCc3cccnc3)CCCCC2)cc1	4%	20	-3%	-2	2%	-1%
Cc1oc(-c2cccc(F)c2)nc1CN1CCCN(C(=O)c2ccco2)CC1	-5%	-4	·	-8	0%	-11%
O=[N+]([O-])c1ccc(N2CCN(C(=S)NCc3ccc(Cl)cc3)CC2)cc1	11µM*	0	-4%	0	2%	?
CC(C)(C)C(=O)NC1(C(F)(F)F)NC(=O)N(Cc2ccccc2)C1=O (stereo unspecified)	10%	9	3%	4	9%	10%
O=C(Nc1ccccc1)Nc1ccc(C(=O)N2CCOCC2)cc1	6%	62*	0%	46*	12%	254%[activator]
CCn1c(SCC(=O)c2ccccc2)nc2ccccc2c1=O	?	20	10%	19	0%	-6%
CC(C)C(=O)NNC(=O)c1c(O)c2ccccc2[nH]c1=O	6%	3	-8%	-2	?	12µM*
O=C(COc1c(Cl)cc(Cl)cc1Cl)c1ccc(Cl)cc1	10%	-10	9%	-1	12µM*	0%
Cc1ccc(NC(=S)Nn2cnnc2)c(C)c1	·	-13	13µM*	-2	25%	4%
COC(=O)c1c(C#N)c(N)nc2c1CCC2	-1%	-8	3%	0	22%	3%

New compounds follow
mol	HCV inhibitor	Shiga inhibitor	FBPA Giardia inh	Cycloheximide cs	Pf growth 96h	Pf growth 48h
Cc1ccc(CC(=O)NCC2CCCCC2)cc1	16%	71*	6%	26*	-17%	6%
CC(C(=O)Nc1ccc(S(=O)(=O)N2CCCCC2)cc1)N1CCN(c2ccccn2)CC1 (stereo unspecified)	·	-8	-3%	-2	2%	2%
O=C(c1cc2ccccc2cc1O)N1CCN(c2cccc(Cl)c2)CC1	5%	·	·	·	12µM*	?
CC(=O)c1cn(CCOc2ccc(F)cc2)c2ccccc12	13µM*	·	-1%	12*	?	?
Cc1cccc(Cc2nnc(CCC(=O)N3CCCCC3c3nccs3)o2)c1 (stereo unspecified)	4%	16	2%	6	3%	-7%
O=C(Nc1nnc(CC(c2ccccc2)c2ccccc2)s1)c1ccco1	16%	-7	5%	-1	·	-13%
O=C(CSCC(=O)N1CCOCC1)Nc1ccccc1	9%	-2	2%	-4	16%	20%
O=C1CN(S(=O)(=O)c2ccc(F)cc2)CC(=O)N1CCc1ccccc1	·	-5	13%	6	200%[activator]	-6%
O=C(O)Cc1ccc(C(=O)c2ccc(Cl)cc2Cl)s1	9%	15	24%	19	28%	0%
CCOc1ccccc1/C=N/n1nnnc1N	?	11	-27%	-1	365%[activator]	?
O=S(=O)(c1cccs1)N1CCN(Cc2cccc(F)c2)CC1	9%	-8	-29%	-2	41%[activator]	30%[activator]
Cc1ccc(CNC(=O)CCS(=O)(=O)c2cc3c(cc2C)NC(=O)CO3)cc1	0%	-7	9%	-1	-2%	9%
CCC(=O)Nc1ccc(NC(=O)CSc2nc3c(c(=O)n(C)c(=O)n3C)n2CC)cc1	-7%	4	8%	-1	-10%	?
CC(C)(C)NNC(=S)Nc1cccc(F)c1	?	3	?	2	8.3µM*	10µM*
COc1ccc(N2CCN(C(=O)COC(=O)CSc3ccccc3)CC2)cc1	6%	·	·	·	37%[activator]	13%
Nc1ncc([N+](=O)[O-])cc1Br	-1%	-10	0%	-1	64%[activator]	37%[activator]
Cc1c(Br)ccc(NC(=O)CCN2C(=O)C3C4CCC(C4)C3C2=O)c1C (stereo unspecified)	-1%	34*	0%	19*	83%[activator]	65%[activator]
O=C(Cc1ccccc1F)Nc1ccc(S(=O)(=O)N2CCCCC2)cc1	-9%	-21	·	18	?	-13%
CCOC(=O)C(C)/C(C)=N/NC(N)=S (stereo unspecified)	3%	20	?	-2	4.7µM*	1.3µM*
Cc1ccc2nc(SCC(=O)Nc3ncccn3)[nH]c2c1	-3%	57	-14%	4	38%[activator]	17%
CCC(=O)N(CCC(c1ccc(C)cc1)c1ccco1)Cc1ccco1 (stereo unspecified)	11µM*	16	3%	9	?	2.3µM*
CC(C)(CO)NC(=O)C(c1ccccc1)c1ccccc1	-1%	-1	9%	-1	·	7%
C[n+]1nc(Nc2cccc(F)c2)sc1-c1ccc(C(=O)O)cc1	·	17	1%	-3	-4%	-6%
Fc1ccccc1Cn1nnc2c(-n3ccnc3)ncnc21	6%	-13	8%	-5	2%	?
Cc1ccc(-c2nn(-c3ccccc3)cc2/C=C/C(=O)OCC(=O)NC2CC2)o1	-8%	17	4%	11	?	?
Cc1cc(-c2ccccc2)nc(N/N=C/c2ccc(O)cc2O)n1	10µM*	91*	20%	23*	-11%	?
CC(C)N(C(=O)CSc1nnc(NC(=O)c2ccco2)s1)C(C)C	24%	-6	18%	-1	-11%	-11%
OC(COCc1ccccc1)CN1CCN(Cc2ccc3c(c2)OCO3)CC1 (stereo unspecified)	-27%	-10	-9%	-3	-28%	6%
CC(C)Oc1ccc(/C=N/NC(=O)C(CSCc2ccccc2)NC(=O)c2ccc([N+](=O)[O-])cc2)cc1 (stereo unspecified)	?	2	-6%	0	?	12µM*
C/C(=N\OC(=O)c1ccc(F)cc1)c1ccc(F)c(F)c1	21%	15	0%	11	31%[activator]	26%
Nc1nc(SCc2ccc3c(c2)OCO3)n[nH]1	2%	12	-11%	21	29%	12%
O=C(NCCCN1CCCC1=O)c1ccc([N+](=O)[O-])s1	4%	·	·	·	?	10µM*
COc1cccc(-c2nnn(CC(=O)O)n2)c1	16%	-6	6%	2	?	9%
COc1ccc(-c2cc(C(=O)N(C)Cc3cccc(OC)c3OC)c3ccccc3n2)cc1OC	?	-7	·	0	?	9.3µM*
CC(Sc1nc(-c2ccccc2)cc(C(F)(F)F)n1)C(=O)NCc1ccco1 (stereo unspecified)	11µM*	-3	0%	-2	·	?
O=c1cc(-c2ccc(F)cc2F)[nH]c2ccccc12	1%[8.37 µM]	-8	7%[89.2 µM]	-1&-3	0%	11%
COc1ccc(Cn2c(O)cc(=O)[nH]c2=O)cc1	12%	12	8%	0	21%	19%
CCCCCCn1c(=O)c(C(=O)Nc2ccncc2)c(O)c2ccccc21	11%	24	1%	9	?	2.9µM*
C=CCC(C(=O)OC)(C(=O)OC)c1ccc(C(F)(F)F)cc1[N+](=O)[O-]	6%	-8	0%	0	-4%	-11%
CCC(C)C(=O)Nc1nc2ccc(OC)cc2s1 (stereo unspecified)	-26%	71*	-3%	42*	72%[activator]	64%[activator]
CCCN(CCC)C(=O)C1CC(=O)OC12CCCCC2 (stereo unspecified)	18%	-7	6%	-3	39%[activator]	-7%
Cc1cc(S(=O)(=O)NCc2ccccc2)ccc1OCC(=O)N1CCCC1	11%	-28	·	-3	?	-13%

Rows were taken by chance; any-hit rate near 24%.
